High-throughput results from PubChem.
Tau fluor counter – counter-screen for tau fibril formation inhibitors | tau K18 P301L Alexa594 fluorescence, heparin fibrillization | Potency, µM (highest dose often 57.7 µM), for inactives: top-dose activity change, negative = decrease | 0.93% of 280,000 active | AID 1463; note: potency is the fitted concentration of half-maximal effect; % is set by controls: 0 for no effect and ±100 for the full control effect; nearly all actives have a fitted effect of over 55% in size
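Human tau K18 P301L (15 uM unlabeled, 0.24 uM Alexa 594-labeled) in 100 mM sodium acetate pH 7 with 20 uM heparin, 6 hr at 37 C. ThT 30 uM added, 1 hr ambient; Alexa 594 FP and total fluorescence read at 555/632 nm.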
Epigenetic reg – derepresses silenced GFP reporter in murine cells. murine LDR cells, GFP reporter derepression, 30 h. Potency, µM (highest dose often 53.9 µM), without a hit: at the highest dose GFP activation, usual class: activators. 0.2% of 280,000 active. AID 1865; note: potency is the fitted concentration of half-maximal effect; % of control where 0% means no effect; nearly all actives have a fitted effect of over 60% in size
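In this reporter-derepression format, murine cells bearing a silenced integrated CMV-GFP locus incubate with test compound (30 h, 37 C), then are washed and imaged; fluorescent objects of 20–120 um count as induced cells.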
TRb-SRC2 inh – inhibitors of human thyroid hormone receptor beta-SRC2 interaction | Potency, µM (series often up to 106 µM), for inactives: at the highest dose activity change, negative = inhibition, hits mostly inhibitors | TRbeta-SRC2 peptide binding, fluorescence polarization; receptor liganded with 1 µM T3 | AID 1469 | 0.065% of 280,000 active;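 note: potency is the fitted concentration of half-maximal effect; plate controls were bound peptide for no effect and peptide without receptor for full effect; nearly all actives have a fitted effect of over 50% in size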
Target sequence (P10828 whole entry, looked up): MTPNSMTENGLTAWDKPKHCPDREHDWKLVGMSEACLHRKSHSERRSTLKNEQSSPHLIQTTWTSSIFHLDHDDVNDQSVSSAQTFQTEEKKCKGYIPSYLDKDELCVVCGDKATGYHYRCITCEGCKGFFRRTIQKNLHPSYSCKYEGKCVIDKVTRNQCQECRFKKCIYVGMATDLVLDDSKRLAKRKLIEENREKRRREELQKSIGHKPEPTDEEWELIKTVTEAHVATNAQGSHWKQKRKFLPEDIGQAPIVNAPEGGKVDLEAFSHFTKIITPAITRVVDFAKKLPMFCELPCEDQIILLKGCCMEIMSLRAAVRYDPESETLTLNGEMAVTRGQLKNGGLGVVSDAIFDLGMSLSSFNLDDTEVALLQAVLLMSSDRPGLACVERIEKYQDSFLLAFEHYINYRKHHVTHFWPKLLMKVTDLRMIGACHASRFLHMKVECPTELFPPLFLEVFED
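Polarization signal, normalized between peptide-alone and full complex controls, measured compound effects on T3-liganded human TRb LBD (0.6 uM) binding 20 nM Texas Red SRC2 peptide after 5 hr.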
TR SRC2 fluor cs – alters Texas Red total fluorescence, flagging assay interference | TRb/SRC2 Texas Red total fluorescence interference | Potency, µM (series often up to 106 µM), inactives show at the top dose fluorescence change, negative = quenching | 0.29% of 280,000 active | AID 1479; active = well fitted curve in either direction with a large enough effect; inconclusive = small, poorly fitted or top-dose-only effect; note: potency is the fitted concentration of half-maximal effect; % is set by controls: 0 for no effect and ±100 for the full control effect
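Flags fluorescent or light-absorbing compounds by total fluorescence, S + 2P, at 555 nm excitation and 632 nm emission. Mixture: 20 nM Texas Red SRC2 peptide, 0.6 uM human TRb LBD, 1 uM T3, 5% DMSO; compound exposure 5 h at ambient temperature.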
NPSR antagonist – blocks cAMP signaling of the human neuropeptide S receptor. Q6W5P4. CHO-NPSR cells, cAMP TR-FRET, antagonist mode. Potency, µM (doses to about 38.3 µM), without a hit: at the highest dose activity change, negative = inhibition, most hits filed as inhibitors. 1% of 220,000 active; note: potency is the fitted concentration of half-maximal effect; % is set by controls: 0 for no effect and ±100 for the full control effect; nearly all actives have a fitted effect of over 50% in size; many of its hits are not listed in these tables
Target sequence (Q6W5P4 whole entry, looked up): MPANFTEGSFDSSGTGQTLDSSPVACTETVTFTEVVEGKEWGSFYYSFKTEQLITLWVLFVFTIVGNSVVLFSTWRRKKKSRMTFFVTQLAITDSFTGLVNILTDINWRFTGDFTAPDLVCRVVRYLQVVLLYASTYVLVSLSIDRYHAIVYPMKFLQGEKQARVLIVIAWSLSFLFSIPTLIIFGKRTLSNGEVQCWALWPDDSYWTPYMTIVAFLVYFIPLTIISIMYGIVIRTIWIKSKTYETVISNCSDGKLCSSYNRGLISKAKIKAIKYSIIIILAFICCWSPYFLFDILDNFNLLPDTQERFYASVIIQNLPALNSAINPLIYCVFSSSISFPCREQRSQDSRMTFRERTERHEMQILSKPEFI
GLA spleen mod – inhibits or activates alpha-galactosidase in human spleen homogenate; Potency, µM (doses to about 80 µM), for the others: top-dose activity change, negative = inhibition, hits mostly inhibitors; human spleen homogenate, 4MU-alpha-Gal fluorescence, 40 min; 0.008% of 240,000 active; P06280;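 note: potency is the fitted concentration of half-maximal effect; 0% = enzyme with vehicle and -100% = no enzyme basal signal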
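Human spleen homogenate (1 ug) was the enzyme source, with 4-methylumbelliferyl-alpha-D-galactopyranoside (1 mM final) in pH 5.0 citrate buffer with 0.01% Tween-20. Compounds were titrated; after 40 min at 37C, NaOH/glycine stop, 4-MU fluorescence read; AC50 from Hill fits.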
CBFb RUNX1 block – CBF-beta/RUNX1 interaction disruption; AlphaScreen CBFb-His/RUNX1-biotin binding, biochemical; Potency, µM (highest dose often 59.8 µM), without a hit: at the top dose activity, negative = inhibition, usual class: inhibitors; 230,000 tested, under 10 active; AID 1477; note: % of control where 0% means no effect
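Interaction loss through any mechanism counts as activity. Pre-formed complex of His-CBF-beta and biotin-RUNX1 (30 nM apiece) is incubated with compound 15 min, then with 50 ng nickel and 50 ng streptavidin beads for 90 min before AlphaScreen detection.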
Tau fibril FP – tau fibrillization inhibition (FP). K18 P301L tau heparin fibrillization, Alexa594 FP, 6 h. 0.39% of 280,000 active. AID 1468. Potency, µM (titrated, usually from 57.7 µM), for inactives: at the highest dose activity, negative = inhibition, usual class: inhibitors; note: potency is the fitted concentration of half-maximal effect; % is set by controls: 0 for no effect and ±100 for the full control effect; nearly all actives have a fitted effect of over 55% in size
Target sequence (P10636 561-689 P618L limits assumed): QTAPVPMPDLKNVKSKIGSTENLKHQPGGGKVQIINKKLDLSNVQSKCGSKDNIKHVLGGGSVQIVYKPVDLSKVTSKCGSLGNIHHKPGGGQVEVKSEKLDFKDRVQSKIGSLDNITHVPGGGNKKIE
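FP of Alexa 594-tau after heparin (20 uM) induction. Substrate: human K18 P301L, 15 uM unlabeled, 0.24 uM labeled. Buffer 100 mM sodium acetate pH 7. 6 hr, 37 C.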
Starred values were filed as active, the others as inactive; u = inconclusive; x = not tested or not shown; [ ] = dose if it differs, or a comment. Unless noted, calls come from the whole dose curve; as a rule, active = well fitted curve in the direction sought with a large enough effect; inconclusive = small, poorly fitted or top-dose-only effect, or another doubt; inactive = no such curve, though single readings can be large; an effect the other way counts as inactive or inconclusive. This is a subset (hit frequency here may not be typical).

SMILES	Tau fluor counter	Epigenetic reg	TRb-SRC2 inh	TR SRC2 fluor cs	NPSR antagonist	GLA spleen mod	CBFb RUNX1 block	Tau fibril FP
CC(=O)Oc1ccc2nc(CN3C(=O)c4ccc([N+](=O)[O-])cc4C3=O)oc(=O)c2c1	5%	-2.4%	-7%	-2%	21%	-7%	9%	-3%
Cc1cccc(NC(=O)Cn2c(=O)n(Cc3nc(-c4ccccc4)no3)c(=O)c3ccccc32)c1	-27%	0.4%	-5%	2%	x	x	x	u
O=C(O)CCSc1nnc(COc2ccc([N+](=O)[O-])cc2)n1-c1ccccc1	-5%	0.1%	6%	-1%	-7%	3%	8%	-2%
CCOc1ccc(Oc2nc(NC)nc(N3CCOCC3)n2)nn1	3%	15%	10%	0%	x	x	x	4%
Cn1c(=O)c2[nH]c(NCC3CCCO3)nc2n(-c2ccccc2)c1=O (stereo not given)	-15%	-0.4%	2%	3%	-8%[46.1 µM]	10%	6%	-8%
Cc1ccc(-n2c(-c3ccccc3)cc(=O)nc2C)cc1	4%	-1.4%	-7%	0%	-3%[46.1 µM]	2%	-6%	5%
Cc1cccc(C)c1NC(=O)CC(NCc1ccco1)C(=O)O (stereo not given)	7%	-14%	-15%	-2%	-8%[46.1 µM]	5%	5%	-2%
O=[N+]([O-])c1cc(C(F)(F)F)ccc1NCCNC(=S)Nc1ccc(Cl)cc1	7.1µM*[quencher]	-2.1%	2%	-3%	-29%[46.1 µM]	8%	-12%	20µM*
CC(C)(C)NC(=O)NC(=O)COC(=O)CCCc1c[nH]c2ccccc12	u	-3.5%	-16%	-2%	-17%[46.1 µM]	2%	-14%	u
O=C1CSC(=Nc2cc(Cl)ccc2Cl)N1	-4%	0.0%	-10%	-2%	1%[46.1 µM]	0%	2%	-5%
CN1CCN(Cc2oc(CO)cc(=O)c2O)CC1	-4%	0.0%	0%	-6%	-8%[46.1 µM]	4%	-3%	-1%
O=C(Nc1ncc(Cc2cccc([N+](=O)[O-])c2)s1)c1ccco1	-19%	10%	5%[53 µM]	0%[53 µM]	18%	4%	-8%	-6%
CCOC(=O)c1c(NC(=O)/C=C/c2ccc(OCC)cc2)sc(C(C)=O)c1C	-6%	0.8%	3%	-1%	x	x	x	-3%
COc1ccc2nc(NC(=O)CSC3=NCCS3)sc2c1	-21%	1.8%	-7%	-3%	-21%[46.1 µM]	7%	-3%	-1%
COC(=O)c1c(NC(=O)CSc2nc(-c3ccco3)cc(C(F)(F)F)n2)sc2c1CCCC2	7%	-1.0%	4%	2%	0%[46.1 µM]	11%	0%	-4%

The last 3 entries of the part before come first, to join the parts.
SMILES	Tau fluor counter	Epigenetic reg	TRb-SRC2 inh	TR SRC2 fluor cs	NPSR antagonist	GLA spleen mod	CBFb RUNX1 block	Tau fibril FP
CCOC(=O)c1c(NC(=O)/C=C/c2ccc(OCC)cc2)sc(C(C)=O)c1C	-6%	0.8%	3%	-1%	x	x	x	-3%
COc1ccc2nc(NC(=O)CSC3=NCCS3)sc2c1	-21%	1.8%	-7%	-3%	-21%[46.1 µM]	7%	-3%	-1%
COC(=O)c1c(NC(=O)CSc2nc(-c3ccco3)cc(C(F)(F)F)n2)sc2c1CCCC2	7%	-1.0%	4%	2%	0%[46.1 µM]	11%	0%	-4%
COc1ccc([N+](=O)[O-])cc1NC(=O)c1ccc(Br)s1	-12%	-0.4%	14%	-9%	-1%	-4%	0%	-7%
COc1ccc(Cl)cc1C(=O)Nn1c(-c2cccs2)nc2ccccc2c1=O	-3%	0.9%	-6%	0%	-5%	5%	-2%	-14%
CC(C)OCCCNC(=O)CN1C(=O)COc2ccc(S(=O)(=O)N3CCOCC3)cc21	-6%	-1.9%	-5%	-19%	x	x	x	-6%
CCN(CC)S(=O)(=O)c1ccc(-n2c(=O)c(C(C)C)c(C)n2C)cc1	-2%	3.2%	7%	-3%	40%	3%	9%	3%
CCN(c1ccccc1)S(=O)(=O)c1cc(OC)ccc1OC	-16%	-1.0%	5%	1%	-17%[46.1 µM]	0%	2%	1%
COC(=O)COc1ccc(C2NC(=O)NC(C)=C2C(=O)NCc2ccccc2)cc1OC (stereo not given)	-2%	-1.5%	-8%	-2%	10%	6%	6%	-1%
COc1ccc(NC(c2ccc(F)cc2)c2nnc(-c3ccccc3Cl)o2)cc1Cl (stereo not given)	u	0.9%	8%	-1%	x	x	x	8%
COc1ccc(C2C=C(c3ccccc3)Nc3nc(NC(=O)/C=C/c4ccc(Cl)cc4)nn32)cc1 (stereo not given)	2%	-3.4%	5%	0%	x	x	x	11%
CC(NC(=O)NCc1cccnc1)(C(F)(F)F)C(F)(F)F	-2%	-9.9%	0%	1%	2%[46.1 µM]	0%	-2%	3%
Cc1cc(C)c(CN2CCCC(CNC(=O)c3ccc(F)cc3)C2)c(-n2cccn2)c1 (stereo not given)	-2%	-0.1%	-6%	-5%	-2%	-2%	6%	-9%
Cc1cc(C(=O)COC(=O)c2cc(O)c3ccccc3c2O)c(C)n1CC1CCCO1 (stereo not given)	u	0.9%	-1%	-5%	-11%	1%	u	u
CC(C)(CC(=O)O)CC(=O)NCc1c(Cl)cccc1Oc1ccccc1	-3%	2.9%	4%	-3%	4%	6%	12%	-2%
CCSc1nc2cc(OC)c(OC)cc2c(=O)n1CC	-15%	0.9%	-5%	-2%	1%[46.1 µM]	4%	9%	-2%
CC1Cc2ccccc2N1C(=O)C1CCN(S(=O)(=O)c2cccs2)CC1 (stereo not given)	-4%	-1.0%	6%	-1%	-25%[46.1 µM]	4%	2%	-4%
C=COC(=O)CSc1nc(-c2cccs2)ccc1C#N	u	-6.1%	-5%	-8%	-1%[46.1 µM]	-11%	25%	u
CCOC(=O)CNC(=S)NN(C)C	3%	0.3%	-4%	-6%	-19%	9%	15%	0%
CCOc1ccc(NC(=O)CCCc2nc(-c3cccc(OC)c3)no2)cc1	u	-1.9%	4%	u	x	x	x	-2%
CC(C)CO	x	x	-1%	-2%	x	-9%	-1%[21.7 µM]	x
COc1ccccc1OCCCn1cc(C#N)c2ccccc21	-29%	-2.1%	-1%	4%	-12%[46.1 µM]	-2%	23%	-5%
CC1(C)CC(=O)C(CC2=C(O)CC(C)(C)CC2=O)C(=O)C1	-22%	-6.2%	-11%	-2%	-6%[46.1 µM]	-3%	4%	28µM*
COc1ccc(CCNC(=O)Cn2nc(C)c3c(C)n(-c4ccc(C)cc4)nc3c2=O)c(OC)c1	-10%	0.6%	-9%	-1%	x	x	x	0%
CCN(CC)c1ccc(/C=N/Nc2cccc(C)c2)c(O)c1	-23%	-1.0%	-5%	5%	2%	-3%	-23%	2%
O=C1CN(c2ccc(Cl)cc2)C(=O)CN1NC(=S)Nc1ccc(Cl)cc1	-4%	1.2%	0%	-3%	-10%[46.1 µM]	8%	3%	-4%
COc1ccc(NC(=O)C2CCCN(S(=O)(=O)c3ccc(Cl)cc3)C2)cc1 (stereo not given)	6%	-3.1%	-1%	-1%	x	x	x	-2%
CCCCN1CCCCC1C(=O)Nc1c(C)cc(C)cc1C (stereo not given)	-11%	0.0%	9%	-4%	-8%[46.1 µM]	1%	2%	-6%
O=C(OCn1nnc2ccccc2c1=O)c1cccnc1Cl	-5%	-1.7%	-3%	-1%	-10%[46.1 µM]	-6%	2%	-2%
CSCCC(=O)Nc1nc(-c2ccccn2)cs1	-17%	0.0%	4%	-3%	1%	0%	x	u
COC(=O)c1ccc(S(=O)(=O)NCc2cccc(OC)c2)n1C	-5%	-1.8%	-6%	0%	11%[46.1 µM]	0%	-3%	-7%
COC(=O)c1sccc1NC(=O)c1ccccc1	-13%	-1.1%	-4%	-3%	-6%	-2%	18%	0%
O=[N+]([O-])c1cccc2ccc(/C=C/c3cccc(Br)c3)nc12	3%	1.0%	1%	8%	-30%	10%	-1%	-4%
O=[N+]([O-])c1cc(S(=O)(=O)N2CCCC2)ccc1NCCCN1CCOCC1	-4%	-0.1%	-2%	1%	-18%	1%	4%	-1%
Cc1cccc(-n2c(N)cc(=O)nc2SCC(=O)Nc2cc(C)on2)c1	-2%	-0.9%	-4%	-2%	-2%[46.1 µM]	3%	-3%	-3%
Cc1nnc2c3ccccc3nc(N3CCN(c4ccccc4)CC3)n12	-8%	-4.0%	-5%	-2%	x	x	x	9%
CC(C)=C1CCC(C)CC1=O (stereo not given)	x	x	5%	-1%	x	1%	3%[21.7 µM]	x
COc1ccc(NS(=O)(=O)c2cnc(N)nc2)cc1Cl	-9%	0.8%	3%	2%	x	x	x	-1%
COc1cccc(CNC(=O)C2CCN(S(=O)(=O)N3CCC(C)CC3)CC2)c1	-2%	-1.2%	5%	-1%	x	x	x	2%
CCn1c(SCC(=O)n2nc(C)cc2C)nnc1-c1ccc2c(c1)OCO2	-2%	2.3%	-4%	5%	10%[46.1 µM]	4%	-3%	-2%
CCOC(=O)c1c(C)[nH]c(C)c1S(=O)(=O)N1CCCC(C(=O)Nc2cccc(CC)c2)C1 (stereo not given)	-26%	-0.4%	1%	0%	x	x	x	-3%
COc1ccc(Nc2nc(N)nc(CN3CCN(c4ccccn4)CC3)n2)cc1	-11%	-0.9%	-18%	-4%	-22%[46.1 µM]	-4%	-7%	0%
O=C(COC(=O)c1ccco1)NCc1ccccc1Cl	2%	-2.7%	0%	-1%	6%	-7%	-15%	2%
Cc1ccc(NS(=O)(=O)c2ccccc2)c2c1CC(C)(C)O2	-1%	-0.7%	-5%	-3%	-10%[46.1 µM]	13%	-5%	-2%
CCn1c(=N)c(C(=O)NC2CCCC2)cc2c(=O)n3cc(C)ccc3nc21	-7%	0.6%	-6%	-2%	x	x	x	-1%
COc1ccc(NS(=O)(=O)c2cc(NC(=O)c3ccc(F)cc3)ccc2OC)cc1	12%	5.1%	0%[53 µM]	-1%[53 µM]	6%	-1%	-14%	3%
COc1ccc(N2CCN(c3c(S(=O)(=O)c4ccccc4)cnc4ccc(OC)cc34)CC2)cc1	u	-0.9%	1%	-3%	5%[46.1 µM]	1%	u	19%
